Compound activity as filed in PubChem BioAssay.
UGM FP inh: M. tuberculosis UGM enzyme inhibitors, primary screen, biochemical, fluorescence polarization, single point | UDP-galactopyranose mutase (Mycobacterium tuberculosis (strain ATCC 25618 / H37Rv)), … | purified UGM, fluorescence polarization probe displacement | inhibition, % at 10 µM | 320,000 compounds, 0.06% hits | AID 504406, 2011; in the data active means inhibition above about 10%, passing the limit was not always enough
3CLpro inhibitor: SARS-CoV 3CLpro protease inhibitors, primary screen, biochemical, quenched FRET; recombinant SARS-CoV 3CLpro, quenched FRET peptide cleavage; 290,000 compounds, 0.14% hits; Replicase polyprotein 1ab (Severe acute respiratory syndrome coronavirus), P0C6X7; inhibition, % at 6 µM; in the data active means inhibition above about 12%
DUSP3 inh: VHR1 phosphatase inhibitors, primary screen, biochemical, absorbance, uHTS; 290,000 compounds, 0.52% hits; inhibition, % at 13.3 µM; AID 1654, 2009; recombinant VHR phosphatase, pNPP absorbance; in the data active means inhibition above about 50%; further: some compounds called inactive have numbers as strong as hits
Target sequence (P51452 whole entry, looked up): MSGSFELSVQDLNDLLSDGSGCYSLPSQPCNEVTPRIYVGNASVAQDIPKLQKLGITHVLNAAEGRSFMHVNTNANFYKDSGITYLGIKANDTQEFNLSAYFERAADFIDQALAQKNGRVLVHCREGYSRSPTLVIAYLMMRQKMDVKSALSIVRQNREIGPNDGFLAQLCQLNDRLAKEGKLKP
MazEF act: activators of E. coli MazEF toxin-antitoxin RNase, primary screen, biochemical, fluorescence, uHTS; FAM/BHQ RNA-DNA oligo cleavage fluorescence, 5 h; 350,000 compounds, 0.32% hits; activation, % at 20 µM; AID 504720, 2011; Endoribonuclease toxin MazF (Escherichia coli (strain K12)), P0AE70; in the data active means activation above about 50%
Target sequence (P0AE70 whole entry, looked up): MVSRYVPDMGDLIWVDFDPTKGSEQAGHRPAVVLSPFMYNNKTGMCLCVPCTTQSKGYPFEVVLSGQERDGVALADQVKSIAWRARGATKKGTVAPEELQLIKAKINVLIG
Rv3671c inh: Rv3671c serine protease inhibitors, primary screen, biochemical, fluorescence polarization, M. tuberculosis H37Rv. inhibition, % at 5.96 µM. 320,000 compounds, 0.048% hits. AID 2606, 2010; in the data active means inhibition above about 38%;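 further: extracellular domain of Rv3671c used as enzyme; 0% = enzyme with DMSO and 100% = no enzyme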
Target sequence (P9WHR9 whole entry, looked up, the tested form may be a part): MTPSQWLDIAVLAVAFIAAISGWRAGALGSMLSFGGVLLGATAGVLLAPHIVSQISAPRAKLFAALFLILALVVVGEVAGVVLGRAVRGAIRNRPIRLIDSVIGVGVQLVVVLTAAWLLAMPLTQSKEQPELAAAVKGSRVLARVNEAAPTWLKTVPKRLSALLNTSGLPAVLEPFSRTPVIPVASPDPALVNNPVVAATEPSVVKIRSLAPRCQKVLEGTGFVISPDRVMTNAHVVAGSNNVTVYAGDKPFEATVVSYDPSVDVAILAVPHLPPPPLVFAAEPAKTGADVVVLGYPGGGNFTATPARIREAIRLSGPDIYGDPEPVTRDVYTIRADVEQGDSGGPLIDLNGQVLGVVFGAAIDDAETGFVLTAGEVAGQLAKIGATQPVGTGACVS
BioA inh: M. tuberculosis BioA enzyme inhibitors, primary screen, biochemical, plate reader, single point, HTS. purified M. tuberculosis BioA enzyme. AID 602481, 2012. 7,8-diaminopelargonic acid synthase BioA (Mycobacterium tuberculosis). 360,000 compounds, 0.096% hits. inhibition, % at 9.99 µM; in the data active means inhibition above about 40%
BH1578 lux ind: inducers of Vibrio cholerae quorum light production without autoinducers, primary screen, BH1578 luxS cqsA deficient, single point; V. cholerae BH1578 lux reporter, luminescence, 6 h; 350,000 compounds, 0.16% hits; activation, % at 18.7 µM; in the data active means activation mostly above about 9.7%, no sharp cut-off; further: not every result past the cut was called active; inactives centre near 0; reference of the scale not given here
SSB-PriA inh: inhibitors of Klebsiella pneumoniae PriA binding to SSB C-terminal tail, primary screen, biochemical, AlphaScreen; PriA–SSB C-terminal tail interaction (Klebsiella pneumoniae); inhibition, % at 33 µM; 430,000 compounds, 0.6% hits; AlphaScreen SSBct-PriA binding, biotinylated peptide; in the data active means inhibition mostly above about 37%, no sharp cut-off; inactive means mostly below about 20%;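 further: plate controls were negative control peptide for no effect and reference peptide for full effect; strong numbers were not always called active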
GDH-TPI counter: GDH-TPI coupling enzyme inhibitors, primary screen, artefact control for M. tuberculosis FBA inhibitor project, biochemical, absorbance, full deck | GDH-TPI coupled enzyme counterscreen, NADH absorbance | inhibition, % at 4.8 µM | 360,000 compounds, 1.2% hits | AID 588335, 2011; in the data active means inhibition above about 30%;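 further: 0% = DMSO wells and 100% = wells lacking the enzyme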
FBA Mtb inh: Mtb FBA enzyme inhibitors, primary screen, biochemical, fluorescence, strain H37Rv. Fructose-bisphosphate aldolase (Mycobacterium tuberculosis (strain ATCC 25618 / H37Rv)), …. purified M. tuberculosis FBA, fluorescence read-out. inhibition, % at 1 µM. 360,000 compounds, 2.3% hits. AID 588726, 2011; in the data active means inhibition above about 27%;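 further: 0% = vehicle and 100% = reference inhibitor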
Target sequence (P9WQA3 whole entry, looked up): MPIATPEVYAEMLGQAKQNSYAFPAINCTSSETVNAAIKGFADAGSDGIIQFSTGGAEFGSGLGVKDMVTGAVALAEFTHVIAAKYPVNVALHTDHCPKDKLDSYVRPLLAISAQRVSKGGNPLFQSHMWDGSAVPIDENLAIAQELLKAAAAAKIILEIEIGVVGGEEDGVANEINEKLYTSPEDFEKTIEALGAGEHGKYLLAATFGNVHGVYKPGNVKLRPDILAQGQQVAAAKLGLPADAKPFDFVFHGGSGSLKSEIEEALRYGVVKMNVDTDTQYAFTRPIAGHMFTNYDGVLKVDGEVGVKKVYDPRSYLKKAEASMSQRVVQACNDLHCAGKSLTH
* hit, by the source's call; i = inactive; nt = no result given; & = joins results of further samples.

SMILES,FBA Mtb inh,GDH-TPI counter,SSB-PriA inh,Rv3671c inh,UGM FP inh,3CLpro inhibitor,DUSP3 inh,BioA inh,BH1578 lux ind,MazEF act
CCOC(=O)N1CCC(NCCNC(=O)c2ccccc2)CC1,-1.0&7.5,-4.6&1.4,0.5,-4.9&-1.2,2.3&1.1,0.8,10.9,2.8&-1.9,0.0,7.4&6.9
Cc1ccc(S(=O)(=O)c2cnc3cc(C)nn3c2N)cc1,3.8,2.8,2.1,-2.0,2.8,10.3,31.9,nt,1.5,2.3
COc1ccc(N(C)S(=O)(=O)c2cccc(C(=O)N3CCN(S(=O)(=O)c4ccc(C)cc4)CC3)c2)cc1,-2.9,-4.2,-4.6,0.7,-0.6,0.0,10.1,-0.9,i,-4.3
NC(=O)C1CCN(c2nc(-c3cccs3)cs2)CC1,12.3,5.3,-2.5,-0.2,-2.4,nt,nt,-1.0,i,4.9
O=C(NCc1ccc(Cl)cc1)C1CCN(S(=O)(=O)c2ccc(N3CCCC3=O)cc2)CC1,-2.1,-1.7,-10.9,-0.7,1.5,-0.8,-6.0,-0.8,-1.8,3.7
Cc1cc(NC(=O)CN2C(=O)NC(CC(C)C)C2=O)ccc1Br (configuration not stated),3.0,-0.6,7.5,-7.0,-0.5,nt,nt,-0.2,i,5.7
COc1ccc(OC(=O)c2cccc([N+](=O)[O-])c2)c(C(=O)/C=C/c2cccs2)c1,-1.1,4.8,-10.7,-7.2,0.5,1.4,-12.5,-2.2,2.7,-5.1
CCCC(C(=O)NCc1ccco1)N(C(=O)CNS(=O)(=O)c1ccccc1)c1ccccc1OC (configuration not stated),0.1,5.8,3.5,6.0,-3.4,1.5,-5.6,-3.7,i,-1.5
CCCCCC(=O)Nc1cccc(C2=NOC3(C2)C[C@H](C(N)=O)N(C(=O)c2ccccc2)C3)c1 (some centres not stated),3.4,9.5,0.5,-1.6,-1.0,nt,18.7,1.4,-0.3,7.1
NC(=O)c1ccc2c(c1)OCCO2,-4.8,0.3,-11.0,-2.9,-0.9,0.8,10.4,-0.4,-1.0,4.0
Cc1nnc(SCC(=O)c2ccc(Br)cc2)s1,-2.9,-6.4,-11.1,0.3,0.8,-1.0,15.1,nt,1.3,2.3
Cc1cccc(-c2nc(CS(=O)CC(=O)N3CC(C)CC(C)C3)c(C)o2)c1 (configuration not stated),0.1,5.6,-2.5,10.5,-0.7,-1.2,7.4,nt,i,0.7
COc1ccc(/C=C2\C(=O)OCc3cc(OC)c(OC)cc32)cc1OC,-4.3,25.1,-2.8,6.1,-2.0,-2.8,-8.5,2.4,i,-1.6
Cc1ccc(C(=O)Nc2nnc([C@H]3C[C@H](O)[C@@H](CO)O3)s2)cc1,-3.1,8.0,nt,nt,nt,nt,nt,0.0,-0.3,nt
O=C(O)C1=C[C@H](c2cccs2)C[C@H](OCc2ccc(CO)cc2)O1,0.9,14.7,-24.1,-9.1,0.3,nt,7.3,-0.2,i,8.2
O=[N+]([O-])/C=C/c1cn(Cc2ccccc2)c2ccccc12,-2.3,19.4,0.2,-11.1,-1.3,12.6*,13.2,nt,i,9.6
CC(C)(C)OC(=O)NCCCC[C@@H](C(=O)N1CCN(C(=O)OC(C)(C)C)CC1)n1cc(CCC(=O)O)nn1,-0.9,9.4,-10.7,0.0,-2.8,2.3,10.3,-1.1,i,2.2
COc1cccc(-n2cc(CN(C)C(=O)C3CCC(=O)N(C4CC4)C3)cn2)c1 (configuration not stated),1.8,8.2,nt,nt,nt,nt,nt,-0.4,i,0.6
CCOC(=O)c1ccc(N2CCOCC2)c(NC(=O)c2nccnc2C(=O)O)c1,0.3,9.3,1.6,5.4,-2.2,9.2,20.2,-1.6,nt,-4.7
O=C(Nc1cccc(C(F)(F)F)c1)c1csc([C@@H]2C[C@H](O)[C@@H](CO)O2)n1,-0.8,-7.1,nt,nt,nt,nt,nt,-0.7,-0.5,nt
CSc1nnc(-c2cnccn2)n1C,-1.5,1.3,-11.7,0.6,0.4,-0.7,4.4,-0.1,-2.7,14.2
Cc1ccc(C(=O)N2CCCC(C(F)(F)F)C2)cc1S(=O)(=O)N1CCOCC1 (configuration not stated),-2.4,4.7,-3.8,-7.9,-0.5,nt,nt,-0.8,-1.5,7.6
c1csc(-c2nc3ccccc3[nH]2)c1,47.7*,7.6,-6.7,3.7,-3.4,0.1,-18.1,-5.2,i,8.2
O=C(CN1CCN(Cc2ccc3c(c2)OCO3)CC1)Nc1ccc2c(c1)OCCO2,-2.6,-11.5,-3.6,nt,nt,-1.2,-3.9,0.0,i,7.6
O=C(CN1C(=O)C(=O)N(Cc2ccco2)C1=O)Nc1ccccc1,-1.1,5.1,-9.7,5.8,2.3,nt,nt,-1.7,-5.6,4.5
Cc1cc(C(=O)CSc2nnc3c(Cl)cc(Cl)cn23)c(C)n1C,0.8,9.7,-9.4,5.2,1.2,5.6,9.6,1.2,i,14.9
COc1ccc(CCNC(=O)c2cc(C(=O)c3cc(C)ccc3O)cn(CCc3ccc(OC)cc3)c2=O)cc1,-6.4,5.0,20.0,-57.6,-1.7,6.3,5.7,nt,-0.2,3.3
COCCn1c(=O)c2ccccc2c2ccccc2c1=O,0.2,10.4,-0.9,2.2,-1.0,-3.1,1.1,nt,0.0,7.9
C=CCc1c(C)nc2ccc(C(=O)OCC)cc2c1Cl,-2.2,2.4,-9.7,-2.0,0.7,-0.9,25.1,-0.3,-0.2,0.7
CCNc1nc(NC(C)C)nc(Oc2ccc(OCCOc3ccccc3)nn2)n1,1.3,-1.4,-4.5,-4.0,1.0,3.3,22.4,-1.0,-0.4,-5.7
CCCN(CC1CC1)C(=O)COC(=O)c1ccc(CNS(=O)(=O)c2ccc(F)c(Cl)c2)cc1,1.1,-0.4,-13.4,-4.6,-1.3,-0.6,-2.7,nt,-0.4,3.6
CCC1(C)Cc2nc3[nH]c(=S)n(-c4ccccc4)c(=O)c3cc2CO1 (configuration not stated),2.1,17.9,5.9,-5.5,-0.3,-8.0,-10.4,5.4,i,-1.0
COc1ccc(NC(=S)NCCNC(C)=O)cc1,0.0,-2.8,7.9,-0.7,-0.5,4.9,10.6,-0.8,-0.2,-12.5
COC(=O)COc1ccc(C2NC(=O)NC(c3ccccc3)=C2C(C)=O)cc1Br (configuration not stated),0.2,21.4,-13.7,-7.3,0.3,-8.3,-7.8,0.5,-0.5,0.3
COC(=O)C1(C(=O)OC)C(C(=O)c2ccccc2)C1c1ccccc1 (configuration not stated),-0.2,0.4,-12.7,nt,nt,nt,nt,-0.7,3.4,10.3
O=S(=O)(O)c1cc(O)ccc1O,2.1,3.4,-4.0,0.9,3.2,nt,nt,-8.6,i,-2.3

4 structures out of the list, sorted by number of heavy atoms, ascending:
SMILES,FBA Mtb inh,GDH-TPI counter,SSB-PriA inh,Rv3671c inh,UGM FP inh,3CLpro inhibitor,DUSP3 inh,BioA inh,BH1578 lux ind,MazEF act
O=S(=O)(O)c1cc(O)ccc1O,2.1,3.4,-4.0,0.9,3.2,nt,nt,-8.6,i,-2.3
O=C(CN1C(=O)C(=O)N(Cc2ccco2)C1=O)Nc1ccccc1,-1.1,5.1,-9.7,5.8,2.3,nt,nt,-1.7,-5.6,4.5
CCC1(C)Cc2nc3[nH]c(=S)n(-c4ccccc4)c(=O)c3cc2CO1 (configuration not stated),2.1,17.9,5.9,-5.5,-0.3,-8.0,-10.4,5.4,i,-1.0
COc1ccc(CCNC(=O)c2cc(C(=O)c3cc(C)ccc3O)cn(CCc3ccc(OC)cc3)c2=O)cc1,-6.4,5.0,20.0,-57.6,-1.7,6.3,5.7,nt,-0.2,3.3

Remaining list, next part:
SMILES,FBA Mtb inh,GDH-TPI counter,SSB-PriA inh,Rv3671c inh,UGM FP inh,3CLpro inhibitor,DUSP3 inh,BioA inh,BH1578 lux ind,MazEF act
COc1ccccc1-c1cc(NC=O)c2ncc(-c3cccc(C(F)(F)F)c3)n2c1,2.8,9.8,nt,nt,nt,nt,nt,-0.9,0.2,nt
COc1ccc(C(=O)CN2CCN(S(=O)(=O)c3cccc([N+](=O)[O-])c3)CC2)cc1OC,-1.1,-2.1,-1.6,-12.8,1.0,2.0,12.6,2.2,2.3,0.8
CC1CCCCC1NC(=O)CCNS(=O)(=O)c1ccc2c(c1)CCC(=O)N2 (configuration not stated),-0.1,-6.0,0.6,-1.3,-3.2,10.6,-1.9,-0.4,i,5.5
C(=NN1CCCCCC1)c1ccccc1,1.4,7.3,-1.3,nt,nt,nt,nt,-0.8,i,0.3
O=C(C1=C(O)C(=O)N(CCN2CCOCC2)C1c1ccc(F)cc1)c1cccs1 (configuration not stated),-0.2,2.3,-18.8,nt,-0.9,0.1,-15.8,0.4,i,1.4
Cc1c(S(=O)(=O)N2CCCC(C(=O)O)C2)cnn1C (configuration not stated),-3.3,-6.3,-11.3,8.5,-1.0,2.2,-15.2,2.0,i,-20.4
COc1ccc(NC(=O)c2cccc(Cl)c2)c[n+]1[O-],11.2,-1.3,-18.3,nt,0.9,2.7,-5.3,0.7,1.1,10.6
CCOc1ccccc1C(=O)NC1CC2CCCC(C1)N2C1CC1 (configuration not stated),0.3,0.0,-6.0,4.0,-0.1,-5.3,21.1,-0.4,i,-4.3
CC(=O)c1cccc(N(C(=O)c2ccco2)C(C(=O)NC2CCCC2)c2ccncc2)c1 (configuration not stated),2.2,4.1,-8.1,1.0,-1.3,-3.0,1.5,-0.8,i,-3.2
C/C(=N\NC(=O)c1cc(-c2ccc(C)s2)nc2ccccc12)c1cccnc1,61.7*,11.2,nt,nt,-0.4,-1.9,27.6,-0.5,i,4.1
Cc1cccc(NC(=O)N2CC3CC(C2)c2cccc(=O)n2C3)c1 (configuration not stated),-1.9,0.4,-17.9,-7.2,-0.4,6.4,26.4,-0.7,i,5.5
COc1ccc(C(=O)CCC(=O)Nc2cccnc2)cc1OC,-0.5,3.0,-3.5,-19.0,0.7,-6.2,-5.5,nt,-0.2,6.0
CS(=O)(=O)N1c2cccc3cccc(c23)S1(=O)=O,7.2,6.9,4.8,9.2,-0.8,3.9,14.6,-2.0,7.7,-1.4
COc1cccc(C(NC(C)=O)c2nc(-c3cccc(NC(C)=O)c3)cs2)c1 (configuration not stated),1.1,-1.8,nt,nt,nt,nt,nt,11.6,-1.2,nt
COc1cc([N+](=O)[O-])ccc1NC(=O)CN1CCCC1,-0.2,3.7,-21.9,6.4,3.6,1.9,19.7,nt,i,13.0
Cc1nn(C2CCS(=O)(=O)C2)c(Cl)c1/C=C/C(=O)OCC(N)=O (configuration not stated),0.2,5.2,-4.3,-1.7,2.6,-4.6,17.0,nt,i,-2.1
COc1ccccc1NCc1nnc(-c2ccccc2)o1,1.6,17.1,4.9&-6.0,-3.8,0.9,-0.6,2.3,0.4,i,-0.5
CC1Sc2ccccc2N(Cc2ccccc2)C1=O (configuration not stated),-3.5,9.8,nt,nt,nt,nt,nt,-0.8,i,nt
COC(=O)c1cc(Sc2cccc(Cl)c2Cl)ccn1,2.7,4.5,-10.4,0.0,0.0,3.6,7.6,nt,i,-39.4

Not all compounds are listed; the hit share may differ from the screen's.
